Screens as filed in PubChem.
Lmaj promast: reduces viability of Leishmania major promastigotes; resazurin fluorescence viability; inhibition, % at 10 µM; 200,000 tested, 9% active; AID 1063; in the data active = inhibition above about 50%;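 note: promastigotes grown with compound for 44 hours at 28 °C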
PPARg SRC-3 ag: PPARgamma-driven SRC-3 recruitment agonism | 200,000 tested, 0.26% active | P37231 | biochemical PPARgamma/SRC-3 coactivator recruitment assay | activation, % at 8 µM; in the data active = activation above about 23%;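 note: 0% = DMSO and 100% = reference agonist; some compounds past the cut are filed as inactive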
Redox H2O2 prof: compounds producing H2O2 with reducing agent – biochemical, NIH compound library profiling, artefact control for MLSCN library redox annotation, primary screen. DTT-dependent redox cycling H2O2, phenol red/HRP absorbance; 100% = 100 µM peroxide control, 0% = buffer. activation, % at 10 µM. 200,000 tested, 0.03% active. AID 878;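 active = activation of at least 50% relative to the plate's high and low controls in the primary single-dose screen; inactive = activation below 50%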;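 note: compound incubated with DTT at 0.8 mM final as the reducing agent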
RAM inhibit: inhibitors of the yeast RAM network; inhibition, % at 50 µM; 190,000 tested, 1.8% active; S. cerevisiae dse1pr::URA3 reporter, 5-FOA growth OD615, 2 d; analog-sensitive cbk1-as2 kinase mutant strain; AID 868;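 active = inhibition above a set limit, 3 SD over mean compound inhibition, cut at about 8.4% in these data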;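 note: 0% = DMSO-only wells with no growth and 100% = 10 µM 1-NA-PP1 full growth; inhibition rescues growth on 5-FOA so higher OD means more RAM inhibition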
TR-FRET SRC-2 ct: counter-screen for PPARgamma SRC-2 recruitment agonists: TR-FRET artefact | stronger effect = higher value | TR-FRET ratio at 8 µM | 200,000 tested, 0.4% active; in the data active = TR-FRET ratio above about 2000; note: inactives centre near 1500; reference of the scale not given here
S1P3 antag: S1P3 (human) receptor antagonism. Q99500. AID 485. CHO S1P3 NFAT-BLA reporter, FRET fluorescence, antagonist mode. 170,000 tested, 0.27% active. inhibition, % at 4.98 µM;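 active = inhibition above the plate cutoff, the mean inhibition of test wells on that plate plus 3 SD, cut at about 28% in these data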;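 note: cells challenged with S1P at its EC80 of 0.8 µM; blue over green emission ratio from cleaved BLA substrate after 4 h stimulation; 0% = S1P-stimulated wells and 100% = unstimulated DMSO-only wells; some compounds past the cut are filed as inactive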
Target sequence (Q99500 whole entry, looked up): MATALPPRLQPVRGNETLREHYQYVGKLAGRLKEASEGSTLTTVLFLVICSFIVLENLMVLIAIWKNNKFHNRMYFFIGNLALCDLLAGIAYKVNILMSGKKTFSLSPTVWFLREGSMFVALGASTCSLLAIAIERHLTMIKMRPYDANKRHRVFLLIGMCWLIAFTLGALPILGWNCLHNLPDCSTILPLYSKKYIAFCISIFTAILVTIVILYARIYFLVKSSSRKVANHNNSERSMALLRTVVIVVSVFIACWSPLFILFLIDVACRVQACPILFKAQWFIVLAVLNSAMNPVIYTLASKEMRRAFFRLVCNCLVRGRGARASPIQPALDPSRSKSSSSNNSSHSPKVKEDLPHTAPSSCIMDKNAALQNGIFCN
PPARg SRC-2 ag: PPARgamma-driven SRC-2 recruitment agonism | 200,000 tested, 0.34% active | P37231 | AID 1032 | PPARgamma LBD-SRC-2 recruitment, biochemical | activation, % at 8 µM; in the data active = activation above about 22%;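 note: 0% = vehicle and 100% = reference agonist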
bIAP inh: intestinal alkaline phosphatase (bovine) inhibition; purified bovine IAP, CDP-star luminescence, 30 min; 190,000 tested, under 10 active; AID 1019; inhibition, % at 20 µM;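 active = over 50% inhibition of intestinal alkaline phosphatase at 20 µM in the single-dose screen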
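Incubation: 30 min reaction at room temperature / Material: purified bovine intestinal alkaline phosphatase (IAP) enzyme / Input: enzyme at 1/65,000,000 dilution / Dosing: 20 µM single dose / Signal: CDP-star luminescence signal / Reagent: CDP-star chemiluminescent phosphatase substrate, 30 µM final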
PPARg SRC-1 ag: PPARgamma-driven SRC-1 recruitment agonism; 200,000 tested, 0.41% active; PPARgamma-SRC-1 coactivator recruitment biochemical assay; AID 631; activation, % at 8 µM; in the data active = activation above about 19%;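 note: 0% = DMSO and 100% = reference agonist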
HMGR II inh: blocks class II HMG-CoA reductase of Enterococcus faecalis; AID 1066; 190,000 tested, 0.41% active; purified E. faecalis HMGR, NADPH absorbance 340 nm kinetic; inhibition, % at 10 µM;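 active = inhibition above a set limit, the median over all tested compounds plus 3 SD, cut at about 9.5% in these data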;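 note: enzyme runs in reverse so mevalonate oxidation gives rising NADPH absorbance; 0% = complete reaction with DMSO and 100% = background rate lacking mevalonate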
ROMK mod: human ROMK K+ channel modulation, primary screen | P48048 | Tet-inducible ROMK, thallium flux fluorescence; actives lie on both sides | B-score at 10 µM | 130,000 tested, 2% active;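 active = signal ratio slope over the read window, or its plate-corrected B-score, at least 3 SD from the plate mean, either direction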;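 note: B-score of the F/F0 ratio slope over 7 to 12 s after thallium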
Target sequence (P48048 whole entry, looked up): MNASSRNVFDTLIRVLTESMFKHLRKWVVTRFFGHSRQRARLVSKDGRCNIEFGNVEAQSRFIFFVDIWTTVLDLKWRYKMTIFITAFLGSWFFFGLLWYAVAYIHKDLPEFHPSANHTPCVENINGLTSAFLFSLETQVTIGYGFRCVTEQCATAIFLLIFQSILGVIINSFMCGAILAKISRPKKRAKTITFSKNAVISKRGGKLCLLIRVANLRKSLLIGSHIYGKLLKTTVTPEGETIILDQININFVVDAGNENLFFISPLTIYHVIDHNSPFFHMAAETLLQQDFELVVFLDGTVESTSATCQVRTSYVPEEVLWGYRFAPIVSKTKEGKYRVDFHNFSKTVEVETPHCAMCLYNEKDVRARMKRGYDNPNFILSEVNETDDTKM
Starred values were filed as active, the others as inactive; / = no result given. No enrichment for hits; 13% or so of the library scored in one or more.

SMILES	Lmaj promast	PPARg SRC-3 ag	Redox H2O2 prof	RAM inhibit	TR-FRET SRC-2 ct	S1P3 antag	PPARg SRC-2 ag	bIAP inh	PPARg SRC-1 ag	HMGR II inh	ROMK mod
CCOC(=O)C1CCCN(Cc2nc(N)nc(Nc3ccc(Cl)cc3)n2)C1 (centres undefined)	71.2*	0.8	1.8	0.9	1453	14.4	8.6	-8.4	-0.5	-3.0	/
C/C(=N/NC(=O)CSc1nc2ccccc2n1C)c1ccncc1	0.1	3.6	0.2	1.6	1514	-2.4	-6.0	4.4	-3.2	3.0	0.267
C=CCn1c(SCC(N)=O)nc2scc(-c3ccc(C)o3)c2c1=O	0.2	4.8	-3.5	2.9	1644	-10.4	1.3	16.0	-0.8	3.5	-0.431
CSc1ccc(S(=O)(=O)NCc2ccc(C)cc2)cc1	-2.3	8.5	0.3	-0.7	1485	/	3.0	24.2	2.3	-1.9	-1.24
CCOc1c2ccc(C(=O)NCC34CC5CC(CC(C5)C3)C4)cc2nn1CC	85.5*	5.2	-4.7	4.5	1529	/	1.3	-6.4	-1.9	-0.2	0.503
Cc1cc2nc(-c3ccc(NC(=O)C(C)C)cc3)oc2cc1C	90.2*	3.0	0.0	0.0	1598	27.2	10.4	-0.3	8.3	0.0	-0.237
C1=CN2CCC1C(c1ccccc1)C2 (centres undefined)	79.1*	-2.6	2.4	1.0	1478	10.6	-1.3	4.8	-12.5	-0.2	/
Cc1n[nH]c(=S)n(NC(=O)/C=C/C(=O)Nn2c(=S)[nH]nc(C)c2=O)c1=O	4.6	1.9	-0.5	2.3	1614	-9.0	1.1	12.6	2.1	-1.8	-0.00451
CCN(CC)C(=O)CCC(=O)Nc1ccc(C(=O)OC)cc1	0.2	3.9	-5.8	2.2	1575	4.5	7.2	1.9	1.5	2.3	0.607
CCOC(=O)c1ccc(Nc2c(CC)c(C)nc3ncnn23)cc1	-1.8	1.8	-5.6	0.5	1487	/	6.6	8.9	4.5	0.0	-0.484
O=C(NC(=S)Nc1cc(Cl)ccc1N1CCOCC1)c1ccc(-c2cccc(Cl)c2)o1	-6.0	-2.4	3.1	1.8	1629	/	-1.6	9.2	0.5	-0.4	/
COC(=O)c1nc(-n2nc(C)cc2C)ccc1Cl	0.0	-4.7	0.3	2.7	1357	/	-6.2	3.4	-3.2	-6.2	-0.92
CCOC(=O)C1(Cc2cccc(F)c2)CCN(C(=O)Cc2cccnc2)CC1	3.0	0.7	0.7	1.4	1750	-2.0	3.5	-12.2	-0.5	-3.1	0.098
Cc1cc(NC(=O)CSCc2nc(-c3cccc(F)c3)oc2C)no1	6.4	2.6	-0.1	0.9	1695	/	6.0	10.7	3.8	-8.1	/
CCOc1ccccc1NC(=O)CN1C(=O)C(=O)N(Cc2ccco2)C1=O	-1.4	4.2	-1.6	-0.5	1423	-14.1	-5.2	-15.7	6.3	-0.4	0.916
CN1CCN(CCC2Oc3cc([N+](=O)[O-])ccc3NC2=O)CC1 (centres undefined)	3.5	-1.2	0.6	-0.9	1542	-7.3	6.2	12.5	1.1	-1.9	-0.329
Cc1cccc2cc(C#N)c(SCC(=O)N3CCC(C)CC3)nc12	4.6	-6.5	2.0	1.1	1418	18.9	-3.6	-1.3	3.9	-9.5	/
Cc1nc2ccccc2c(=O)n1/N=C/c1cn(-c2ccccc2)nc1-c1cccs1	56.4*	-6.8	1.6	-0.9	1412	41.1	-13.5	4.7	10.2	-7.0	/
O=C(NCc1ccco1)C1CN(S(=O)(=O)c2ccccc2)CCN1S(=O)(=O)c1ccccc1 (centres undefined)	-8.8	-4.1	2.0	0.5	1359	3.3	1.8	7.2	4.5	-1.1	/
COc1ccc(CCN2CC(C#N)=C3c4cc(OC)c(OC)cc4CCN3C2)cc1OC	94.8*	10.3	-3.0	-0.9	1640	7.6	11.5	-7.0	1.2	3.4	/
CCn1nc(C)c(NC(=O)/C=C/c2cnn(C)c2)c1C	-5.7	6.5	-7.5	1.7	1519	/	-0.9	0.5	0.3	4.9	/
COc1ccc(NC(=S)NNC(=O)c2ccc(S(=O)(=O)N3CCOCC3)cc2)cc1	-5.6	3.1	0.1	0.8	1757	-9.8	5.6	-37.1	1.9	-5.6	-2.48
CCCOC(=O)C1[C@H]2C(=O)N(CCCOC)C[C@]23C=C[C@H]1O3 (some centres undefined)	-4.8	-2.8	2.6	-0.5	1453	-1.3	-1.9	12.4	2.7	2.9	/
Cc1nc(N2CCOCC2)c2c(C)c(C(=O)Nc3ccccc3Cl)sc2n1	47.3	-2.8	-1.2	5.8	1587	-12.2	-7.2	7.6	7.7	0.5	-0.208
CCOc1ccc(-n2c(=O)c3sccc3n(Cc3ccc(C)cc3)c2=O)cc1	12.2	4.3	-0.5	0.4	1677	-20.9	2.4	-8.9	3.9	-5.0	-0.16
CC(C)Oc1ccccc1-c1nc(SCC(=O)O)n[nH]1	-6.2	-6.6	0.8	1.1	1478	-1.5	4.2	38.6	-3.4	4.2	0.0871
COc1cc(C(=O)Nc2ccc(Cl)c(C(F)(F)F)c2)cc(OC)c1OC	79.9*	-1.6	0.0	6.1	1673	1.6	0.5	47.8	3.5	-0.5	-0.0437
C=C(C)CN(CC)c1nc(N)c2c(N)nc3c(c2c1C#N)CC(=O)N3C12CC3CC(CC(C3)C1)C2	90.2*	-5.9	1.4	4.8	1734	/	3.8	-25.7	5.7	-4.7	0.277
Cc1nn(C)cc1C(C(=O)NC1CCCCC1)N(C(=O)Cn1nnc2ccccc21)c1ccc(F)cc1 (centres undefined)	14.1	-2.1	0.8	5.1	1542	/	5.9	7.1	3.9	0.7	-0.658
Fc1ccc(NC(=S)NCCc2ccc(Cl)cc2)cc1	17.3	0.5	0.0	-1.2	1627	1.3	-8.7	-5.2	-1.0	6.9	-0.94
NC(=O)CSc1nc2sc(-c3ccccc3)cc2c(=O)n1N	-3.1	12.7	-4.6	3.6	1658	/	11.6	7.0	3.1	-9.5	0.472
CCC(=O)Nc1ccc2c(c1)ncn2-c1ccccc1	-3.1	13.0	0.1	0.4	1511	/	-0.9	7.7	1.6	-0.3	/
CCOc1ccc(-c2nnc(-c3ccncc3)o2)cc1OCC	77.8*	4.9	-0.2	0.2	1410	-16.7	1.1	-10.1	-5.6	-0.7	-0.00509
O=C(CSc1nnc(Cc2cc(=O)[nH]c(=O)[nH]2)n1-c1ccc(F)cc1)N1CCCCC1	-5.7	-4.6	-0.7	0.9	1417	4.4	-3.8	-0.5	-1.7	-6.5	/
Cc1ccc(C(=O)N2CC(=O)Nc3ccc(F)cc3C2c2ccccc2)cc1[N+](=O)[O-] (centres undefined)	16.6	6.7	0.2	0.1	1751	-15.4	7.4	/	10.6	-9.1	/
COc1ccc(CC(=O)Nc2cc3oc4ccccc4c3cc2OC)cc1	6.3	-0.4	0.0	12.0*	1510	14.7	0.0	5.7	0.2	-2.6	-0.0917
Nc1cc2nc[nH]c2cc1N	11.2	0.8	-0.4	1.2	1637	-14.0	1.3	-3.3	2.1	3.4	0.832
CCCCCCNC(=O)c1c(O)c2cccc3c2n(c1=O)CCC3	-4.0	12.4	-2.4	0.8	1540	-24.5	8.3	38.4	1.1	-8.3	/
CCCCn1[nH]c(-c2ccccc2)cc1=O	-4.6	-3.3	-0.7	0.1	1374	15.9	-8.1	4.8	7.2	-0.2	/
O=C(NCSC1=NCCS1)c1ccccc1	-9.0	-11.6	0.7	1.7	1616	10.8	-4.2	14.3	0.4	0.0	1.04
CCCCSC1(SCCCC)N=C(N)C2(C#N)C(c3ccccc3)NC(C)=C(C)C12C#N (centres undefined)	26.8	-0.8	-3.2	3.1	1544	/	8.0	11.8	7.1	0.5	/
Cc1nc(-n2nnc3ccccc32)c2c3c(sc2n1)CCCC3	3.2	7.4	-0.9	2.1	1612	/	11.8	21.4	7.3	-2.0	-0.0824
Cc1sc(NC(=O)c2ccco2)c(C(c2ccccc2)N2CCC(C)CC2)c1C (centres undefined)	37.3	-1.4	0.9	1.0	1704	-8.3	4.8	-14.6	0.3	-6.1	1.13
CCCCCCn1nc(C(=O)OCC(=O)c2c(N)n(C)c(=O)n(C)c2=O)c2ccccc2c1=O	20.3	0.6	-1.1	4.6	1375	-14.3	-0.8	-5.8	-1.2	-1.0	1.06
CN1CCCN(C2C3CC4CC(C3)CC2C4)CC1 (centres undefined)	52.5*	1.7	-7.7	1.4	1308	/	0.8	-1.5	-7.0	-4.1	/
COc1cc(/C=N/N2CCN(c3ccccc3OC)CC2)ccc1O	-4.2	6.1	0.0	0.2	1664	/	9.0	7.4	12.6	3.5	/
Cc1nc(N)c(C#N)c(-c2ccccc2)c1C	-1.9	-5.8	0.0	4.2	1434	0.1	-6.0	9.7	-5.8	-1.1	/
CCOC(=O)c1cnc2cc3c(cn2c1=O)CCCC3	6.0	3.2	-0.2	0.4	1552	-18.3	-4.8	3.8	-2.3	-3.8	/
Cc1ccc(S(=O)(=O)N2CCC(C(=O)N3CCC[C@H]3C(=O)NC3CCS(=O)(=O)C3)CC2)cc1 (some centres undefined)	-4.8	6.8	-1.3	-0.5	1636	-0.9	4.3	-13.1	-2.7	-8.1	0.823
CN(C)c1c([N+](=O)[O-])cc2[nH]c(=O)[nH]c2c1[N+](=O)[O-]	-4.0	3.6	0.1	1.3	1524	/	8.7	25.6	2.4	3.0	1.71
Other entries follow:
SMILES	Lmaj promast	PPARg SRC-3 ag	Redox H2O2 prof	RAM inhibit	TR-FRET SRC-2 ct	S1P3 antag	PPARg SRC-2 ag	bIAP inh	PPARg SRC-1 ag	HMGR II inh	ROMK mod
Cc1cc(Br)c(OCc2ccc(C(=O)N/N=C3\CC(=O)CC(C)(C)C3)cc2)c(Br)c1	-0.4	-1.6	0.7	3.5	1637	-1.1	1.7	-7.2	12.4	-2.4	-1.17
CCc1cccc(CC)c1NC(=S)NCc1nc2ccccc2[nH]1	0.4	7.2	-0.8	1.6	1610	-5.0	10.1	-28.5	-0.2	3.6	-0.409
CCn1c(C)[n+](Cc2ccccc2)c2ccc(C(=O)OC)cc21	1.1	1.0	-1.0	-0.5	1603	-5.2	0.2	12.3	5.2	-7.2	2.17
Cc1ccsc1/C=N/NC(=O)c1ccccn1	59.5*	-1.4	-0.3	-0.8	1659	-14.4	5.9	3.8	3.3	-2.3	0.969
CCN(CC)S(=O)(=O)c1ccc(N/N=C/c2ccc(O)cc2)nc1	1.5	3.8	-0.3	0.4	1477	0.8	-2.5	3.1	1.2	-1.3	0.143
CC(C(=O)Nc1ccccc1Br)c1ccc([N+](=O)[O-])cc1 (centres undefined)	-2.8	4.5	0.6	2.0	1421	6.0	8.6	-42.1	0.6	-3.2	/
